Screens as filed in PubChem.
M17LAP inhibition = P. falciparum M17LAP inhibitors, primary screen, biochemical, fluorogenic H-Leu-NHMec substrate, 1536-well (AID 1619) | recombinant M17LAP, H-Leu-NHMec fluorogenic kinetic assay; higher % means a stronger effect | 220,000 compounds, 0.38% hits | inhibition, % at 30 µM; hits with a dose series show IC50 in µM;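 active means compound inhibiting the enzyme by more than half at any dose during confirmatory dose-response retesting; inconclusive means strong single-dose inhibitors picked by rank but not retested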;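 further: plate controls were full reaction with DMSO carrier for no effect and no enzyme background for full effect; strong numbers were not always called active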
Dynein cargo inh = blocks dynein driven cargo transport along microtubules; 3617.4 mouse cells, GR-EGFP nuclear translocation imaging; test concentration mostly 20 µM; stimulated with dexamethasone, 1 µM; active compounds read low; z-score, hits read low; 220,000 compounds, 0.47% hits; AID 1381;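 active means plate z-score of nuclear minus cytoplasmic receptor signal below a set negative limit, without overly bright fluorescence or cell loss, cut at about -3.5 in these data, passing the limit was not always enough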;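 further: z-score of nuclear minus cytoplasmic ring GR-EGFP intensity difference per well; some compounds called inactive have numbers as strong as hits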
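medium = tetracycline-free induction medium containing charcoal-stripped FBS | also added = 1.0 µM final dexamethasone stimulus | schedule = 48 h induction, 1 h compound, 30 min dex at 37 °C | technique = fixed, Hoechst-stained cells imaged at 10x for EGFP | measure = GR-EGFP nuclear translocation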
MT stabilize HCS = microtubule stabilization, imaging screen | 200,000 compounds, 0.83% hits | AID 2205 | HeLa tubulin immunostaining HCS, 24 h; share of cells brighter than vehicle mean+2SD | % tubulin-high responders, % at 10 µM;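 active means plate Z-score above 3 for both tubulin-high and condensed-nucleus cell shares, with cell loss under 80%, at 10 µM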;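 further: anti alpha tubulin signal scored within the nucleus-defined area of each cell; some results filed as inactive read as strong as hits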
bCat nuc transl = alters nuclear translocation of beta-catenin in HeLa cells; immunofluorescence imaging; nuclear translocation activity, % at 5 µM; 190,000 compounds, 0.3% hits;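 active means nuclear translocation activity above 50% at 5 µM, with a well cell count of 50 or more; inconclusive means wells under 50 cells across six images, flagged as toxic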;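 further: per-cell ratio of nuclear to cytoplasmic median beta-catenin stain intensity; plate controls were DMSO negative control for no effect and GSK-3 inhibitor IX positive control for full effect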
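Read-out: Nuclear/cytoplasmic beta-catenin signal ratio, % activation | Assay system: Human HeLa cell line | Times: 24 h compound exposure at 37°C, 5% CO2 | Signal: Fluorescence imaging of beta-catenin antibody stain plus DAPI | Dosing: 5 µM primary, 0.02–20 µM confirmation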
P. falciparum M1AAP = malaria alanyl aminopeptidase activity blockers – biochemical, fluorogenic H-Leu-NHMec substrate, 1536-well (AID 1445); recombinant M1AAP, H-Leu-NHMec fluorogenic kinetic assay; higher % means a stronger effect; one-dose inhibition, % at 30 µM; IC50 in µM for titrated hits; 220,000 compounds, 0.42% hits;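 active means primary inhibition above the hit cutoff, then over 50% inhibition at one or more dose response concentrations, cut at about 23% in these data, passing the limit was not always enough; inconclusive means conflicting primary data, or primary hits not chosen for dose response; inactive means low primary inhibition, or under 50% at every dose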;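 further: plate controls were DMSO full reaction for no effect and no enzyme background for full effect; strong numbers were not always called active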
Autophagy HCS = modulators of autophagy; MEF GFP-LC3 puncta imaging; test concentration mostly 10 µM; calls only at 10 µM (by protocol); 190,000 compounds, 0.98% hits;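 active means percentage of spot-positive cells more than 3 SD above its plate mean, without a fluorescence outlier flag or 80% toxicity; inconclusive means no clear call, values can overlap the other calls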;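 further: spot-positive cell cutoff set from DMSO-treated cells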
UTI89 phage lysis = inhibition of K1F phage lysis, E. coli UTI89, bacterial capsule biogenesis inhibitors, alamar blue (AID 488966); E. coli UTI89 K1F phage lysis, alamar blue, 2 h; higher % means a stronger effect; inhibition, % at 100 µM, or IC50 in µM where a hit was titrated; 340,000 compounds, 0.02% hits;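 active means phage lysis inhibition, versus mean bacterial control, above a set limit; inconclusive means no clear call, values can overlap the other calls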;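 further: capsule biogenesis inhibitors block K1F phage lysis so surviving cells raise fluorescence; higher fluorescence means more inhibition of phage lysis; actives were called in the ten point dose series up to 300 µM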
Ins promoter up = MIN6 insulin promoter up-regulation. 190,000 compounds, 0.3% hits. MIN6 insulin promoter-GFP reporter, high-content imaging; active compounds read high. z-score at 5 µM. AID 1625;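 active means z-score above 3 at 5 µM with at least 500 cells counted in the well; inconclusive means wells under 500 cells, flagged as cytotoxic or low count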
ER stress rescue = rescue of cells from ER stress-induced death, primary screen, 384-well, CSM14.1, thapsigargin, ATP luminescence (AID 1222); CSM14.1 thapsigargin-induced death rescue, ATP luminescence; higher % means a stronger effect; one-dose cellular ATP content (survival), % at 20 µM; EC50 in µM for titrated hits; 190,000 tested, under 10 active;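 active means EC50 below 50 µM in the dose-response confirmation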;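 further: death triggered by thapsigargin at about 15 µM added after 2 h compound pretreatment; cell ATP read after overnight thapsigargin exposure of roughly 18 to 22 hours; normalized against plate controls of thapsigargin alone and 5% DMSO vehicle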
Dynein cargo inh cytoplasmic EGFP = recorded beside Dynein cargo inh, whose call it bears; z-score; measured here: cytoplasmic GR-EGFP intensity; active compounds read high
Dynein cargo inh nuclear GR-EGFP = further read-out of Dynein cargo inh, marked with its call; z-score; measured here: nuclear GR-EGFP intensity;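 lower value marks the stronger effect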
Dynein cargo inh cell count = also measured in Dynein cargo inh; calls as there; z-score; measured here: cell count per field
Ins promoter up cell count = also measured in Ins promoter up; calls as there; cell count; measured here: cytotoxicity, nuclei count;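 total cells summed across four imaged fields per well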
bCat nuc transl cell count 5 µM = also measured in bCat nuc transl; calls as there; cell count; measured here: cell count, cytotoxicity flag
MT stabilize HCS Hoechst-high % = recorded beside MT stabilize HCS, whose call it bears; % Hoechst-high responders; measured here: nuclear condensation Hoechst responders;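 share of cells brighter than vehicle mean plus two SD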
MT stabilize HCS cytotoxicity % = further read-out of MT stabilize HCS, marked with its call; toxicity, %; measured here: cytotoxicity by cell density;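 0% = mean cell density of plate MIN control wells and 100% = no cells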
Autophagy HCS cell loss 18 h = second read-out of Autophagy HCS, no call of its own (marks repeat the call); toxicity, %; measured here: cell loss, nuclei count;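 cell loss after 18 h compound exposure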
The depositor's hits bear a star; i = inactive; u = inconclusive; x = no result given; [ ] = another dose, or the depositor's remark.

SMILES	M17LAP inhibition	Dynein cargo inh	Dynein cargo inh cytoplasmic EGFP	Dynein cargo inh nuclear GR-EGFP	Dynein cargo inh cell count	MT stabilize HCS	MT stabilize HCS Hoechst-high %	MT stabilize HCS cytotoxicity %	bCat nuc transl	bCat nuc transl cell count 5 µM	P. falciparum M1AAP	Autophagy HCS	Autophagy HCS cell loss 18 h	UTI89 phage lysis	Ins promoter up	Ins promoter up cell count	ER stress rescue
COCC(=O)Nc1sc2c(c1C(=O)OC)CCC(C)C2 (stereo unspecified)	10%	-0.61	-0.28	-0.15	0.14	1.5	1.6	8.4	2.0	1046	4%	i	2	0.6%	0.71	1281	-0.2%
Cc1cc(NC(=O)CN2C(=O)[C@@H]3[C@H](C2=O)[C@@H]2C[C@H]3C(Br)C2Br)no1 (stereo partly specified)	10%	-0.53	-0.21	-0.34	-0.068	x	x	x	-4.4	1191	8%	x	x	-0.8%	-0.67	1444	x
O=C1C2C3C=CC(C3)C2C(=O)N1c1cccc(N2C(=O)C3C4C=CC(C4)C3C2=O)n1 (stereo unspecified)	2%	0.4	-0.21	0.21	-0.66	2.3	2.6	18	0.8	927	5%	i	3	4.4%	0.25	1133	x
Cc1cc(NS(=O)(=O)c2ccc(NC(=S)NC(=O)c3ccccc3)cc2)no1	34%	0.88	-0.22	0.87	-1.4	2.5	2.6	5.4	-0.2	1067	4%	i	28	0.4%[50 µM]	0.62	1400	1.0%
CCOC(=O)c1c(C)c(C(=O)NCCN2CCOCC2)c(C)n1C	3%	0.43	-0.21	0.14	0.45	4.4	3.5	8.2	-0.7	516	4%	i	29	1.8%	x	x	-1.2%
CN1CCN(c2nc(C(N)=O)cc(-c3ccccc3)n2)CC1	-14%	1.1	-0.2	0.85	-0.27	6.2	1.7	6.2	0.4	491	5%	i	7	1.9%	x	x	8.4%
O=C(CSc1ccc2ccccc2c1)NC1CCCc2ccccc21 (stereo unspecified)	17%	0.31	-0.24	0.3	-0.24	1.8	1.5	2.8	1.3	1124	1%	i	6	6.5%	0.55	1513	0.3%
CCCC(C)C(=O)Nc1cc([N+](=O)[O-])ccc1F (stereo unspecified)	7%	0.62	-0.16	0.47	-1.3	3.6	2.0	1.6	2.2	919	4%	i	1	4.2%	0.02	1284	-0.8%
O=C(c1ccccc1)c1nccc2ccccc12	0%	0.14	-0.11	-0.25	-0.46	2.3	1.9	3.2	x	x	1%	i	3	2.4%	0.09	1386	6.4%
COCC(=O)NC1CCN(S(=O)(=O)c2ccc(C(=O)O)cc2)CC1	0%	-0.012	-0.26	0.47	-0.19	4.1	3.8	12	-1.1	1162	7%	i	-40	0.3%	1.6	1137	-1.6%
O=C(NNC(=O)c1cc(-c2ccccc2)n(-c2ccccc2)n1)c1cccc([N+](=O)[O-])c1	4%	-0.89	-0.22	-0.43	-0.14	2.0	4.8	8.4	-0.4	1071	-8%	i	-2	1.7%	0.4	1451	1.4%
COCCOC(=O)CC1=NC(=O)CS1	-2%	0.83	-0.16	0.39	-0.95	2.6	1.8	7.6	1.6	1170	10%	i	2	-0.3%	0.14	1213	-0.5%
CCOC(=O)N1CCC(n2c(SCC(=O)NCc3ccccc3)nc3ccccc3c2=O)CC1	0%	1.2	-0.22	0.63	-1.6	5.6	2.4	6.1	-2.6	1408	4%	i	2	-0.2%	-1.1	1067	-0.2%
Cc1ccc(C)c(S(=O)(=O)N/N=C/c2cccnc2)c1	3%	1.3	-0.35	0.1	0.1	3.3	2.5	2.9	x	x	3%	i	0	6.5%[50 µM]	0.93	1297	-5.6%
COc1cccc(C(=O)Nc2cccc(-c3nc4ncccc4o3)c2C)c1	-3%	0.43	-0.34	0.38	0.37	3.9	3.3	3.9	-5.4	1001	8%	i	-11	0.7%	0.3	1221	-0.6%
Cc1cc(C)n(-c2nnc(NCc3ccc(Cl)cc3)nn2)n1	-5%	-0.28	-0.26	0.19	0.53	5.6	1.5	19	-3.5	1055	1%	i	3	0.0%	-0.09	1159	-0.7%
C=C1CCN([C@@H](C)C(=O)NCc2cc(OC)c(OC)c(OC)c2)S(=O)(=O)c2ccccc21	7%	-0.59	-0.58	-0.31	0.1	x	x	x	-1.4	1194	7%	x	x	2.4%	-0.28	1120	x
O=c1cc(O)n(-c2ccccc2)c(=S)[nH]1	15%	0.1	-0.22	0.03	0.26	3.0	1.7	5.5	-4.2	1209	8%	i	-6	4.0%	0.39	1200	0.1%
O=C(c1ccc(S(=O)(=O)N2CCCCC2)cc1)N1CCc2ccccc2C1	-5%	-0.067	-0.29	0.055	0.74	3.5	1.9	2.2	0.1	1576	-2%	i	-1	-0.1%	x	x	2.6%
Cc1nn(CC(=O)NC(C)c2ccccc2)c(=O)c2ccccc12 (stereo unspecified)	8%	0.78	-0.26	0.82	0.63	3.1	2.8	6.9	-4.8	1163	-1%	i	6	0.1%	0.55	866	-0.4%
N#CCC(=O)N/N=C/c1ccc(OS(=O)(=O)c2ccccc2)cc1	-1%	-0.11	-0.22	-0.54	0.29	0.9	1.2	9.3	-1.2	1083	9%	i	-3	0.1%	-0.2	1579	-1.1%
O=C(COC(=O)C1CCC(=O)N1)Nc1ccc(Br)cc1 (stereo unspecified)	0%	-0.12	-0.23	-0.18	0.066	2.0	3.6	7.4	-1.1	1056	11%	i	-18	0.1%	-0.02	1497	-3.1%
O=C(OCCN1C(=O)c2cccc3c(N4CCOCC4)ccc(c23)C1=O)c1ccc(Cl)cc1	-2%	0.013	-0.12	0.14	0.73	12	49	43	13	829	13%	i	23	4.9%	1.2	1252	-2.0%
Cc1ccc(NC(=O)COC(=O)C2CC3C=CC2C3)cc1S(=O)(=O)N1CCCCC1 (stereo unspecified)	-9%	0.58	-0.12	0.22	-0.74	3.9	1.5	6.7	1.3	1125	4%	i	10	-1.2%[50 µM]	-0.33	1410	2.7%
Cn1c(-c2ccc(Cl)cc2)cnc1N	5%	-0.59	-0.21	-0.13	0.46	3.3	1.5	4.1	-4.3	1201	-2%	i	0	15%	-1.1	852	-0.1%

(more compounds)
SMILES	M17LAP inhibition	Dynein cargo inh	Dynein cargo inh cytoplasmic EGFP	Dynein cargo inh nuclear GR-EGFP	Dynein cargo inh cell count	MT stabilize HCS	MT stabilize HCS Hoechst-high %	MT stabilize HCS cytotoxicity %	bCat nuc transl	bCat nuc transl cell count 5 µM	P. falciparum M1AAP	Autophagy HCS	Autophagy HCS cell loss 18 h	UTI89 phage lysis	Ins promoter up	Ins promoter up cell count	ER stress rescue
COc1ccc(NC(=S)NCCc2c[nH]c3ccccc23)c(OC)c1	-9%	0.23	-0.18	0.65	-0.041	4.1	2.1	9.4	4.5	464	-3%	i	10	0.1%	-0.76	985	-1.9%
COc1ccc2oc(=N)c(C(=O)Nc3ccccc3)cc2c1	13%	-0.68	-0.37	0.0028	-0.025	3.0	2.6	13	-5.7	788	4%	i	15	0.1%	0.5	1266	-0.4%
Nc1nc(C(=O)N2CCOCC2)nn1S(=O)(=O)c1ccccc1	-3%	-0.032	-0.48	-0.19	0.36	2.4	2.3	12	-2.3	1137	3%	i	5	-0.1%	0.18	1138	-1.7%
COc1ccc(CNC(=O)c2cc(-c3ccc(OC)c(OC)c3)on2)cc1	-13%	2.4	-0.18	1.9	-2.3	4.4	0.1	70	0.8	1096	1%	i	6	u	0.23	1891	-3.3%
CCN1C(=O)CC(Sc2ccccc2N)C1=O (stereo unspecified)	10%	-0.98	-0.25	-0.46	1.2	2.0	1.2	3.3	0.4	896	-2%	i	12	-0.7%	0.1	1310	-0.7%
CC(=O)Nc1ccc(N2CCCCC2)c(C(=O)Nc2cccc(C)c2)c1	-20%	-0.7	-0.21	-0.12	-0.43	3.1	1.8	4.2	0.7	1384	6%	i	-8	0.3%	-0.36	1359	-0.9%
C=CCOc1ccc(C=Nc2ccc(Cl)cc2)c(O)c1	-4%	-0.39	-0.32	-0.42	1	2.8	2.6	6.4	4.7	1111	8%	i	-5	2.5%	0.12	1329	-2.2%
CN1CCN(S(=O)C23CC4CC(CC(C4)C2)C3)CC1 (stereo unspecified)	-2%	-1.3	-0.26	-0.69	0.35	2.5	1.4	4.9	1.6	1107	3%	i	6	4.4%	x	x	-1.2%
Cc1ccc(N(CC(=O)NCc2ccc(F)cc2)S(=O)(=O)c2cccs2)cc1	3%	-0.35	-0.12	-0.17	0.65	1.2	1.7	10	-3.2	1055	5%	i	-5	0.1%	x	x	-2.0%
CCCCOc1ccc(OCCCC)c2c1NC1(N2)C(=O)N(C(C)=O)c2ccccc21	16%	1.2	0.033	0.56	-0.31	1.1	0.8	4.0	0.9	1374	-4%	i	7	0.4%	-0.14	1654	-1.0%
COc1ccc(C/C(C)=N/NC(=O)c2ccncc2)cc1	6%	-0.3	-0.25	-0.2	0.21	2.2	2.1	2.6	x	x	-2%	i	-8	0.8%	0.34	1399	-1.8%
O=C(Cc1cccc(Cl)c1)Nc1ccc(Br)cc1	-5%	1.8	-0.11	1.4	-1.9	1.5	0.8	4.2	-0.2	1098	3%	i	15	-0.2%	-0.63	1545	-0.1%
